KB-3-1 tox – KB-3-1 parental cell cytotoxicity. Potency, µM (top dose mostly 46.1 µM), inactives show at the highest dose activity change, negative = cytotoxic, most hits filed as cytotoxic. 400,000 tested, 1.4% active. KB-3-1 viability, CellTiter-Glo ATP luminescence, 72 h; note: potency is the fitted concentration of half-maximal effect; % is set by controls: 0 for no effect and ±100 for the full control effect; nearly all actives have a fitted effect of over 60% in size
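Screening of KB-3-1 cells (DMEM, 10% FBS, phenol-red free) ran from lowest to highest compound concentration; after 72 h at 37 °C viability was read luminescently and curves fitted.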
SW480 rereplic – DNA re-replication induction in SW480 cells; SW480 DNA re-replication, Hoechst DNA content imaging, 48 h; Potency, µM (highest dose often 46.1 µM), without a hit: at the top dose re-replication activation, hits mostly activators; 340,000 tested, 1.8% active; note: potency is the fitted concentration of half-maximal effect; % of control where 0% means no effect; nearly all actives have a fitted effect of over 55% in size
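DNA re-replication was detected as more nuclei of elevated Hoechst intensity after 48 hr exposure to compound (23 nL pinned per well of 250 cells).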
IL1B secr inh – inhibitors of inflammasome signaling (IL-1 beta secretion); THP-1 LPS/ATP IL-1B secretion, AlphaLISA, 16 h; active compounds read low; activity change, % at 57.5 µM; 360,000 tested, 4.7% active; in the data active = activity change below about -50%; inconclusive = mostly about -30% to -49%; note: % is set by controls: 0 for no effect and ±100 for the full control effect
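THP-1 cells pretreated 1 hr with compounds (up to 57.5 uM final), then stimulated with LPS (250 ng/mL final) plus ATP (1.25 mM final); secreted IL-1B measured by AlphaLISA after 16 hr, decreased signal indicating inhibition.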
HT1080 IDH1KD tx – kills HT-1080 cells with IDH1 knockdown. HT-1080 IDH1 knockdown viability, ATP luminescence, 48 h. Potency, µM (top dose mostly 46.1 µM), for the others: top-dose activity, negative = toxicity, usual class: cytotoxic. 360,000 tested, 2% active. AID 686971;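 note: potency is the fitted concentration of half-maximal effect; 0% = DMSO wells and -100% = cell-free medium wells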
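Cytotoxicity counter-line: IDH1KD HT-1080, 48 h, CellTiter-Glo. Curves classed by r2, magnitude and activity.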
HT1080NT lethal – kills 2HG-producing HT-1080-NT fibrosarcoma cells; HT-1080-NT fibrosarcoma viability, CellTiter-Glo ATP luminescence, 48 h; Potency, µM (titrated, usually from 46.1 µM), for inactives: at the top dose activity, negative = less viability, hits mostly cytotoxic; 360,000 tested, 1.6% active; AID 686970;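 note: NT is the 2HG producing partner of a matched IDH1 knockdown line; potency is the fitted concentration of half-maximal effect; 0% = DMSO-treated cells and -100% = media-only wells without cells; nearly all actives have a fitted effect of over 55% in size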
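Read-out is CellTiter-Glo luminescence after 10 minutes at room temperature, following 48 hours' compound treatment of HT-1080-NT cells (750 cells/well, RPMI, 5% FBS, 37 degrees C).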
ATXN2 expr inh – ATXN2 expression inhibition | HEK-293 ATXN2-luciferase reporter, luminescence, 24 h | Potency, µM (highest dose often 57 µM), for inactives: at the top dose activity change, negative = inhibition, hits mostly inhibitors | 360,000 tested, 0.72% active | AID 1745845; note: potency is the fitted concentration of half-maximal effect; % is set by controls: 0 for no effect and ±100 for the full control effect; nearly all actives have a fitted effect of over 55% in size
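ATXN2-luciferase reporter cells (luciferase flanked by upstream and downstream ATXN2 gene portions) were treated 24 h at 37 °C with compounds at up to 57 uM. SteadyGlo luminescence gave expression; GF-AFC fluorescence gave viability.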
S2 tox – reduces viability in counter-screen for ATXN expression inhibitors; S2 cells (HEK-293 line with an ATXN2-luciferase reporter) viability, CellTiter-Fluor protease fluorescence, 24 h; Potency, µM (titrated, usually from 56.7 µM), usual class: cytotoxic; 400,000 tested, 0.49% active; note: potency is the fitted concentration of half-maximal effect; nearly all actives have a fitted effect of over 40% in size
MCF10A rereplic – induces DNA re-replication in MCF 10a normal breast cells. MCF 10A DNA re-replication, Hoechst nuclear intensity, 48 h. AID 624296. Potency, µM (doses to about 46.1 µM), for the others: at the top dose activity, positive = re-replication, hits mostly activators. 350,000 tested, 2.9% active; note: potency is the fitted concentration of half-maximal effect; % of control where 0% means no effect; nearly all actives have a fitted effect of over 50% in size
KB-V1 cytotox – kills drug-selected multidrug resistant KB-V1 cells; KB-V1 MDR cells viability, CellTiter-Glo, 72 h; Potency, µM (highest dose often 46.1 µM), without a hit: top-dose activity change, negative = cytotoxicity, hits mostly cytotoxic; 400,000 tested, 3.4% active; AID 1347076; note: potency is the fitted concentration of half-maximal effect; % is set by controls: 0 for no effect and ±100 for the full control effect; nearly all actives have a fitted effect of over 60% in size
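KB-V1 MDR subline cells in DMEM (phenol-red free, 10% FBS) exposed to compounds in qHTS concentration series for 72 h at 37 degrees C. Viability read by CellTiter-Glo luminescence; concentration-effect curves fitted after normalization and correction.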
The depositor's hits bear a star; i = inactive; ? = inconclusive; · = no result given; & = joins results of further samples; [ ] = another dose, or the depositor's remark. Unless noted, calls come from the whole dose curve; as a rule, active = well fitted curve in the direction sought with a large enough effect; inconclusive = small, poorly fitted or top-dose-only effect, or another doubt; inactive = no such curve, though single readings can be large; an effect the other way counts as inactive or inconclusive.

SMILES | KB-3-1 tox | SW480 rereplic | IL1B secr inh | HT1080 IDH1KD tx | HT1080NT lethal | ATXN2 expr inh | S2 tox | MCF10A rereplic | KB-V1 cytotox
CN(C)c1nc(Oc2ccc(=O)[nH]n2)nc(N2CCOCC2)n1 | 10% | 0% | 0 | -8% | -3% | -11% | i | 5% | 14%
Cc1cc(C(=O)CSc2nnc(-c3ccncc3)n2-c2ccccc2)c(C)n1C | -1% | 0% | 0 | -3% | 0% | -36% | i | 0% | -10%
C=CCn1c(COc2ccccc2)nnc1SCC(=O)Nc1ccc(S(N)(=O)=O)cc1 | -18% | -2% | 5 | 6% | 3% | 2% | i | -2% | 19%
CCc1ccc(C(=O)c2cn(CC(=O)Nc3ccc4c(c3)OCCO4)c3ccc(CC)cc3c2=O)cc1 | -18% | · | · | · | · | 14% | i | · | -14%
Cc1ccc(-c2nc3ccccc3c(=O)n2CCCn2ccnc2)cc1 | 8% | -2% | 0 | -4% | -5% | 3% | i | 11% | -20%
CCOC(=O)C1=CCN(S(=O)(=O)c2ccccc2Cl)C1c1cccc(C)c1 (centres undefined) | 0% | · | 35 | -1% | 2% | 2% | ? | · | ?
CCOC(=O)N1CCC(NC(=O)CS(=O)Cc2nc(-c3ccc(C)cc3)oc2C)CC1 (centres undefined) | -21% | ? | 10 | -1% | -5% | 1% | i | 5% | -14%
C=CCNC(=O)c1ccc2c(=O)n(CCCN3CCCC3=O)c(=S)[nH]c2c1 | 24% | -5% | -14 | 5% | 4% | -12% | i | -2% | 0%
CCOc1ccccc1NC(=O)Cn1c(=O)c(OCC)nc2cnccc21 | 3% | ? | -3 | 3% | 5% | · | i | ? | -5%
O=[N+]([O-])c1ccc(OCC(O)CN(C2CCCCC2)C2CCCCC2)cc1 (centres undefined) | -12% | 2% | ? | 0% | -4% | -14% | i | 0% | -31%
COc1cc2c(cc1CNC[C@H]1O[C@@H](n3ccc(N)nc3=O)[C@H](O)[C@@H]1O)OCO2 | ? | · | 18 | 21% | 8% | 10% | ? | · | 0%
c1nc(NC2CCCCCC2)c2[nH]cnc2n1 | -11%&-33% | -1% | -3 | 2% | 14% | 24% | i | 4% | 2%&0%
Cc1ccc(-c2ccc(SCC(=O)NCC3CCCO3)nn2)cc1 (centres undefined) | 1% | -3% | 25 | 5% | 9% | -17% | i | -7% | ?
CCOC(=O)Cn1c2c(c(=N)c3c1CCC3)CCCC2 | ? | -7% | 47 | -11% | -12% | -12%[11.3 µM] | i | 0% | -14%
COc1ccc(C(=O)NC(=S)NCc2ccco2)cc1OC | -2% | -4% | -17 | -1% | -16% | -9% | i | 3% | -21%
O=C(C1CCC(CNS(=O)(=O)c2ccccc2)CC1)N1CCOCC1 (centres undefined) | 8% | -4% | -19 | 0% | -2% | · | i | 12% | -2%
Cc1cccc(C)c1Nc1ncnc(N)c1[N+](=O)[O-] | 14% | -9% | 32 | 0% | 1% | -2% | i | -3% | 4%
Cc1ccc(Cl)c(OC(=O)c2nn(C(C)C)c(=O)c3ccccc23)c1 | -12% | 1% | 60 | -12% | -12% | -19% | i | 26% | 3%
O=C(Nc1cccc2ccccc12)c1cnsn1 | -8% | -79%[inhibitor] | -4 | 4% | 7% | · | i | -8% | -8%
O=C(CNC(=O)c1ccco1)Nc1ccc(Cl)cc1 | -17% | -1% | -14 | 17% | 20% | 29% | i | -11% | 4%
COc1cc(C(=O)NNC(=O)c2ccc3ccccc3n2)cc(OC)c1OC | ? | -24% | 111 | ? | ? | ? | i | -8% | -52%
Cc1ccc(/C=N/NC(=O)c2ccc(C(=O)N/N=C/c3ccc(C)s3)o2)s1 | 1% | -4% | -15 | 0% | -1% | -2% | i | ? | 0%
CCOc1ccc(NC(=S)N=Nc2c(O)[nH]c3ccccc23)cc1 | ? | ? | 11 | ? | ? | -32% | ? | ? | ?
CCOC(=O)COc1ccc(C(=O)c2ccccc2)c(O)c1 | 14% | -3%[9.22 µM] | 17 | 11% | 6% | -17% | i | 1% | 1%
O=C(NCC[C@H]1CC[C@H](NS(=O)(=O)c2ccc(F)cc2)[C@@H](CO)O1)c1ccc2c(c1)OCO2 | 8% | · | -4 | 0% | 2% | · | · | · | 4%

The closing 3 entries of the section before open the next one:
SMILES | KB-3-1 tox | SW480 rereplic | IL1B secr inh | HT1080 IDH1KD tx | HT1080NT lethal | ATXN2 expr inh | S2 tox | MCF10A rereplic | KB-V1 cytotox
CCOc1ccc(NC(=S)N=Nc2c(O)[nH]c3ccccc23)cc1 | ? | ? | 11 | ? | ? | -32% | ? | ? | ?
CCOC(=O)COc1ccc(C(=O)c2ccccc2)c(O)c1 | 14% | -3%[9.22 µM] | 17 | 11% | 6% | -17% | i | 1% | 1%
O=C(NCC[C@H]1CC[C@H](NS(=O)(=O)c2ccc(F)cc2)[C@@H](CO)O1)c1ccc2c(c1)OCO2 | 8% | · | -4 | 0% | 2% | · | · | · | 4%
Cc1ccc(-c2csc(NC(=O)c3ccc(F)cc3)c2C(=O)O)cc1 | ? | 0% | -3 | ? | ? | 3% | i | 6% | -4%
CC(C)NC1(C(N)=O)CCNCC1 | -2% | 5% | -6 | 7% | 4% | 2% | i | -2% | 7%
COc1ccc(-c2ccc3c(c2)S(=O)(=O)c2cccc(C(=O)NCc4cc(C)oc4C(F)(F)F)c2C3=O)cc1OC | 32% | 0% | 3 | 6% | 0% | -21% | i | ? | ?
COc1ccc(Cc2nnc(SCC(=O)Nc3ccc(N4CCOCC4)cc3)o2)cc1 | 2% | 1% | -5 | 3% | 9% | 3% | i | -11% | -10%
Cc1sc2nc(CN(C(=O)c3cccs3)C3CCCC3)[nH]c(=O)c2c1C | -5% | -7% | -8 | ? | -23% | 13% | i | 26% | 0%
CCOC(=O)C1CCN(C(=O)COC(=O)CSc2ccccc2C)CC1 | 11% | -13% | 24 | 8% | 3% | -7% | i | -21% | 11%
CCCSc1nc2c3c(sc2c(=O)[nH]1)CC(C)(CC)OC3 (centres undefined) | -2% | -13% | 16 | -17% | 1% | 18% | i | -7% | ?
COc1ccc(N=C2SC(CC(=O)Nc3cccc(Cl)c3)C(=O)N2Cc2ccco2)cc1 (centres undefined) | ? | ? | ? | 16µM* | ? | -25% | i | ? | ?
COc1ccc(NC(=O)N(Cc2ccc(C)cc2)Cc2ccccn2)c(OC)c1 | -4% | -3% | 14 | -9% | -2% | -5% | i | ? | 0%
COc1cc(CN2CCSCC2)cc(OC)c1OC | -17% | 7% | 2 | 6% | 4% | 17% | i | 18% | 0%
CCN(CC(=O)Nc1c(F)cccc1F)C(=O)c1ccc2c(c1)OCO2 | 2% | 5% | -6 | 12% | 3% | · | i | 0% | 27%
CC(=O)Nc1ccc(NC(=O)CCC(=O)NCCO)cc1 | -3% | -4% | 25 | -2% | 12% | -3% | i | -4% | 2%
COc1cccc(N2CCN(c3ccc4nnc(CCC(=O)Nc5ccc(C)cn5)n4n3)CC2)c1 | -2% | 28% | -14 | -5% | 3% | -7% | i | 1% | -12%
CN(/N=C/c1cccc(Br)c1)C1=NS(=O)(=O)c2ccccc21 | 16% | -1% | ? | 25% | 19% | ? | ? | 11% | 8%
O=C1c2ccccc2C(=O)N1CC1c2ccccc2CCN1S(=O)(=O)c1cnc[nH]1 (centres undefined) | 8% | 2% | 9 | 0% | 9% | 3% | i | 0% | 16%
CC(C)(C)OC(=O)NNC1CC(=O)N(c2ccccc2F)C1=O (centres undefined) | 2% | 10% | 28 | 6% | -2% | 1% | i | 14% | 8%
CC(C)CC(c1nnnn1C(C)(C)C)N1CCN(C2CCCC2)CC1 (centres undefined) | -6% | -5% | -12 | 8% | 6% | -3% | i | 3% | 2%
C[C@H]1CN(c2ccccc2)C(=O)[C@@H]1CC(=O)Nc1ccccc1 | 3% | · | -19 | 18% | 14% | -7% | i | · | -3%
CC(C)OCCCn1c(=O)c2ccccc2n2c(CCC(=O)NC3CCN(Cc4ccccc4)CC3)nnc12 | -2% | 1% | -51* | 1% | 10% | -10% | i | 0% | 22%
CCOC(=O)C1=C(C)NC(=O)NC1c1c(OCC(=O)N2CCCCC2)ccc2ccccc12 (centres undefined) | 3% | -2% | 37 | -1% | -1% | 20% | i | 2% | 0%
CC(C)NC[C@@H](O)c1ccc(O)c(O)c1 | 0% | 7% | ? | 4% | 17% | -10% | ? | -2% | 13%
CC1CCN(C(=O)c2[nH]c(C(F)(F)F)nc2-c2ccccc2)CC1 | 0% | · | 22 | 2% | 3% | 5% | i | · | 14%
COc1ccc(C(=O)NC(Cc2ccccc2)c2ccc3c(c2)OCCCO3)cc1 (centres undefined) | -3% | 4% | -5 | -4% | 4% | 54%[activator] | i | -19% | -1%
Cc1ccc(OCCNCc2ccccc2)c(C)c1 | 7% | ? | -7 | -6% | -13% | -1% | i | 12% | ?
Cn1c(SCC(=O)Nc2ccccc2-c2ccccc2)nnc1-c1ccco1 | -2% | ? | 0 | 1% | -2% | -6% | i | 10% | 18µM*
Next part
SMILES | KB-3-1 tox | SW480 rereplic | IL1B secr inh | HT1080 IDH1KD tx | HT1080NT lethal | ATXN2 expr inh | S2 tox | MCF10A rereplic | KB-V1 cytotox
COC(=O)c1ccc(N=Nc2c(C)[nH]n(-c3ccccc3)c2=O)cc1 | -2% | -12% | -9 | 1% | 2% | · | i | -2% | 5%
Cc1ccc(NC(=O)C2CCCN2C(=O)OCc2ccccc2)c(O)c1 (centres undefined) | 4% | ? | 3 | 0% | -7% | -11% | i | -1% | -2%
CCC(=NC(C)c1ccccc1)c1c(O)n(C)c(=O)n(C)c1=O (centres undefined) | ? | -10% | -26 | -26% | -19% | -25% | i | 24% | 2.6µM*
Cc1cc(OCCOCCNCc2ccccc2)ccc1C(C)C | -1% | 17% | -63* | -19% | -26% | · | i | 29% | -1%
CC(=O)Oc1ccc2occ(C(=O)c3cccs3)c2c1 | 15% | -16% | 38 | 3% | 12% | 55%[activator] | i | 4% | 17%
Cc1cc(NN)nc(NS(=O)(=O)c2ccc(Cl)cc2)n1 | 1% | -3% | 8 | 11% | 21% | · | · | 3% | 6%

Rows were taken by chance, and some 11% of all compounds hit somewhere here.
